PV pol inh – poliovirus RNA polymerase inhibition | P03300 | poliovirus polymerase elongation, fluorescence polarization; active compounds read low | % elongation, % (compound at 16.7 µg/mL) | 150,000 compounds, 0.66% hits; in the data active means % elongation below about 90%; further: some results filed as inactive read as strong as hits
Target sequence (P03300 1749-2209 limits assumed): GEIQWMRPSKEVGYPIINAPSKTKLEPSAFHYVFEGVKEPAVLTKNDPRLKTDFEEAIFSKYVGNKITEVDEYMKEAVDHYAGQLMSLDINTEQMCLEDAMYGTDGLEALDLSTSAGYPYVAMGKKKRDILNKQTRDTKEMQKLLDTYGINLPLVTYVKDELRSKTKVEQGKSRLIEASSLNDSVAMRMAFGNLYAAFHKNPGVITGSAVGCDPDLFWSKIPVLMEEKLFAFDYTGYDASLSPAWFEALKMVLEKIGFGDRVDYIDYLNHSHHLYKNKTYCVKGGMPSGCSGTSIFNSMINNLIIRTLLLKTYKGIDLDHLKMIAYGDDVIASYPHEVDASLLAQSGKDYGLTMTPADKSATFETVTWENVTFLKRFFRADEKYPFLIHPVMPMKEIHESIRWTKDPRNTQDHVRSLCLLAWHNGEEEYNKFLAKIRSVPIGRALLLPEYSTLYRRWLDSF
PV pol inh FP z-score – second read-out of PV pol inh, no call of its own (marks repeat the call); z-score; measured here: FP z-score; hits read low
* hit, by the source's call; & = joins results of further samples. The list is partial; the hit share may differ from the screen's.

Compound	PV pol inh	PV pol inh FP z-score
COc1ccc(CNC(=O)C2CCN(S(=O)(=O)c3c(C)noc3/C=C/c3cccs3)CC2)cc1	105.0	0.1
CCOC(=O)c1c(C)oc2nc(C)nc(NCC3CCN(Cc4ccccc4C)CC3)c12	115.0	1
CCOC(=O)c1ccc(NC(=O)c2c(NCc3ccc(OC)c(OC)c3OC)sc3c2CCC(C)C3)cc1 (configuration not stated)	100.0	-0.6
O=C1CC(=O)N(C2CCCCC2)C(=O)N1	100.0	-0.2
COc1ccccc1C(=O)Nc1nc2nc(-c3ccccc3)cc(=O)n2[nH]1	108.0	0.4
Cc1oc(-c2cccc(Cl)c2)nc1CN1CCCC(C(=O)N2CCN(c3ccc(F)cc3)CC2)C1 (configuration not stated)	105.0	0
Cc1ccc(C)c(N2C(=O)N(Cc3cc(=O)n4ccccc4n3)c3ccccc3S2(=O)=O)c1	100.0	-1.5
O=C(CCCCCn1c(=O)[nH]c2ccccc2c1=O)NCc1ccccc1	108.0	0.3
Cn1c(=O)[nH]c(=O)c2c1nc1n2CCN1c1ccccc1	101.0	-0.6
c1ccc2[nH]c(CSc3nnnn3C3CCCCC3)nc2c1	103.0	0.5
O=C(Nc1cccc(-c2nc3ccccc3o2)c1)C(F)(F)F	103.0	0.1
C=CCOc1cccc(NC(=O)Nc2ccccc2)c1	103.0	0.4
COc1cccc(NC(=O)COc2coc(CSc3nncn3C)cc2=O)c1	108.0	0.4
Cc1ccc(C(NC=O)c2ccccc2)cc1 (configuration not stated)	101.0	-0.7
CCc1ccc(CN(Cc2cn[nH]c2-c2ccc(OC)cc2)C(=O)Nc2ccc(C)c(F)c2)cc1	116.0	1.8
O=C1C(=O)N(C2CCN(C(=O)c3ccccc3Cl)CC2)CCN1Cc1ccc(F)cc1	109.0	0.3
Cc1ccc2nc(-c3cccnc3)c(Nc3ccccc3C)n2c1	106.0	-0.8
O=C(CC(=O)Nc1ccccc1OC(F)(F)F)Nc1ccccc1OC(F)(F)F	109.0	0.9
Cc1ccc(S(=O)(=O)CCC(=O)N2CCN(c3nc4c(C)c(Cl)ccc4s3)CC2)cc1	102.0	-1.2
O=C(COc1ccccc1)OC1OCCOC1OC(=O)COc1ccccc1 (configuration not stated)	97.0	-0.4

Full records as entered above. Values in the order: PV pol inh, PV pol inh FP z-score
Results for CCOC(=O)c1c(C)oc2nc(C)nc(NCC3CCN(Cc4ccccc4C)CC3)c12 : 115.0, 1
Results for COc1cccc(NC(=O)COc2coc(CSc3nncn3C)cc2=O)c1 : 108.0, 0.4
Results for COc1ccc(CNC(=O)C2CCN(S(=O)(=O)c3c(C)noc3/C=C/c3cccs3)CC2)cc1 : 105.0, 0.1

Other compounds follow:
Compound	PV pol inh	PV pol inh FP z-score
CNC(=O)CN(C)Cc1c(O)c(C(=O)NCc2ccccc2)cc2ccccc12	107.0	0.4
COc1ccc(CNCCC(c2ccccc2)c2ccc3c(c2)OCO3)cc1 (configuration not stated)	105.0	-1
C[C@@]1(CO)[C@H](O)CC[C@@]2(C)[C@H]1CC[C@H]1C[C@@H]3C[C@@]12CC[C@]3(O)CO	102.0&100.0	0.4&0.1
CC1CCCC(C)N1C(=O)COC(=O)c1ccc(N2C(=O)c3ccccc3C2=O)cc1 (configuration not stated)	98.0	-0.6
O=C(NCCc1ccccc1)c1ccc2nc(CCc3ccccc3)oc2c1	112.0	1.2
CC(CN1CCCC1)OC(=O)c1cc(C(C)(C)C)cc(C(C)(C)C)c1 (configuration not stated)	102.0	0.3
CC(c1ccccc1)C1OCC(C[N+]2(C)CCCCC2)O1 (configuration not stated)	102.0	0
Cc1n[nH]c(C)c1Nc1cnn(C23CC4CC(CC(C4)C2)C3)c(=O)c1Cl	101.0	-0.3
CCCSc1nnc2[nH]c(=O)cc(C)n12	111.0	0.9
CSc1cccc(NC(=O)C2CCCN2S(=O)(=O)c2cccc3cccnc23)c1 (configuration not stated)	101.0	-0.7
O=C(COc1ccccc1[N+](=O)[O-])N(Cc1ccco1)c1ccccn1	112.0	0.4
CC(C)Cn1c(=O)c2ccccc2n2c(CCC(=O)NCc3ccccc3Cl)nnc12	110.0	1.8
Cc1ccc(NC(=O)c2oc3ccccc3c2NC(=O)c2ccccc2C)cc1	109.0	1.4
COc1ccc(Cn2ccc3nc(C)c(C(=O)Nc4ccc(OC)cc4OC)cc3c2=O)cc1	115.0	1.7
COc1cccc(NC(=O)CSc2nccn2C2CCCC2)c1	101.0	-1.3
CCSc1nnc2nc(C)cc(C)n12	101.0	-0.1
Cc1ccc(NC(=O)C2(NS(=O)(=O)c3cccc4cccnc34)CCCCC2)cc1	100.0	-0.8
O=C(CCC(=O)n1ncc2ccccc21)NC1CCCCC1	107.0	2.1
O=C(CNS(=O)(=O)c1ccc(Br)s1)N1CCN(c2ccc(F)cc2)CC1	105.0	0.3
C/C=C/C=N/Nc1nc2ccccc2s1	103.0	0.2
CN(C)c1nc(C(N)=O)nc(N(C)C)n1	104.0	1.2
CN(C(=O)c1ccc2c(c1)N(Cc1ccc(F)cc1)C(=O)c1ccccc1S2(=O)=O)C1CCCCC1	102.0	-0.4
COc1ccc(S(=O)(=O)CCC(=O)Nc2cc(C)ccc2OC)cc1	99.0	-0.2
Cc1ccccc1-n1c(N)cc(=O)[nH]c1=S	100.0	-0.1
COc1ccccc1CNC(=O)C(CC(C)C)NS(=O)(=O)c1ccc2c(c1)oc(=O)n2C (configuration not stated)	104.0	-0.8
COc1cc(OC)cc(-c2cc3nc(C)c(CCC(=O)Nc4ccc(F)c(Cl)c4)c(C)n3n2)c1	107.0	0.7
CC(=O)N(Cc1cc2cc(C)ccc2[nH]c1=O)C1CCCC1	105.0	1.4
CC(O)CP(c1ccccc1)c1ccccc1 (configuration not stated)	99.0	0
O=C(CNc1cc(C(F)(F)F)ccc1N1CCOCC1)N1CCc2ccccc2C1	103.0	0.5
COc1ccc(C2CC(c3cccs3)=NN2C(=O)CSc2nc3ccccc3s2)cc1 (configuration not stated)	104.0	0.5
Nc1nc(CNS(=O)(=O)c2cccc3nsnc23)nn1S(=O)(=O)c1cccc2nsnc12	103.0	0.3
O=C(O)c1nn(-c2ccccc2)c2c1CCc1occc1-2	103.0	0.3
CCOc1ccc(C2C(C(N)=O)=C(C)Nc3nc(SCc4ccccc4)nn32)cc1 (configuration not stated)	101.0	-1.1
COc1ccc(NC(=O)CSC2=Nc3ccccc3C3=NC(CC(=O)NCc4ccc5c(c4)OCO5)C(=O)N23)cc1 (configuration not stated)	104.0	-0.3
Cn1ccnc1SCc1csc(-c2ccccc2)n1	105.0	1.3
O=C1Nc2ccc(I)cc2/C1=C/c1cc(Br)c(O)c(Br)c1	113.0&131.0	2.4&2.1
O=C(OCc1ncc(-c2ccccc2)o1)c1ccc(Cl)nc1	104.0	0.2
CCOC(=O)c1ccccc1NC(=O)/C(C#N)=C/c1ccc(-c2ccc(Cl)cc2)o1	71.0	-8
O=C(O)c1ccccc1SCc1cn2cc(Br)ccc2n1	101.0	-0.3
CCCn1c(SCc2cc(OC)c(OC)cc2C)n[nH]c1=O	107.0	0.5

New compounds follow:
Results follow in this order: PV pol inh	PV pol inh FP z-score
COc1ccc(OCC(=O)NCc2ccc(-c3nc4ncccc4o3)cc2)cc1
  101.0	-0.1
COC(=O)c1ccc(CSc2c(C(C)C)cnc3c2c(=O)n(C)c(=O)n3C)cc1
  116.0	1.8
C/C(=N\N=C1\NC(=O)C(CC(=O)Nc2ccc(C)c(Cl)c2)S1)C(C)(C)C (configuration not stated)
  103.0	1.1
CC1OC(Nc2ccc(OC(F)(F)F)cc2)C(O)C(O)C1O (configuration not stated)
  102.0	0.3
C=CCn1c2ccccc2c2ccccc21
  105.0	0.8
Cc1oc2cc(OC(=O)C(C)NC(=O)OCc3ccccc3)ccc2c(=O)c1Oc1ccccc1 (configuration not stated)
  100.0	-0.4
Cc1ccc2c(c1)NC(=O)C(CC(=O)Nc1ccccc1Cl)O2 (configuration not stated)
  104.0	-0.1
O=c1c(NCCCN2CCOCC2)c(Br)cnn1-c1ccccc1
  107.0	0.5
O=C(CCCCn1c(=O)c2ccccc2n(Cc2ccccc2F)c1=O)NCc1ccccc1Cl
  108.0	0.7
COc1ccccc1C(=O)OCc1ccc(F)cc1
  101.0	-0.2
COc1ccc(CCNC(=O)c2cc3n(n2)C(C(F)(F)F)CC(C2CC2)N3)cc1OC (configuration not stated)
  104.0	1
CC1=Nc2ccccc2NC(C)(C)C1
  102.0	0.6
Cc1cc(C(=O)CN2C(=O)NC(C)(c3ccccc3)C2=O)c(C)n1C (configuration not stated)
  112.0	1.4
CCOC(=O)Nc1ccc2c(COC(=O)[C@H](C)NC(=O)c3ccco3)cc(=O)oc2c1
  103.0	0
CS(=O)(=O)N(CCC#N)Cc1ccco1
  109.0	0.6

Among those listed so far, these have a tert-butyl group.
Results follow in this order: PV pol inh	PV pol inh FP z-score
CC(CN1CCCC1)OC(=O)c1cc(C(C)(C)C)cc(C(C)(C)C)c1 (configuration not stated)
  102.0	0.3
C/C(=N\N=C1\NC(=O)C(CC(=O)Nc2ccc(C)c(Cl)c2)S1)C(C)(C)C (configuration not stated)
  103.0	1.1

The results go on.
Results follow in this order: PV pol inh	PV pol inh FP z-score
COc1ccc(OC)c(NC(=O)c2oc(=O)c3ccccc3c2-c2ccccc2)c1
  100.0	-0.4
COc1cc(NC(=O)CCn2c(=O)oc3ccccc32)cc(OC)c1OC
  106.0	0.4
CCC(=O)N1c2ccccc2CC1C(=O)N1CCN(c2ccccc2F)CC1 (configuration not stated)
  101.0	-1.3
CC(=O)Nc1ccc(S(=O)(=O)NCc2cccn2Cc2cccc(C)c2)cc1
  106.0	0.1
CCOc1ccc(S(=O)(=O)N/N=C(\C)c2cccnc2)cc1
  105.0	0.6
Cc1ccc(Nc2c(-c3ccc(O)cc3)nc3cccc(C)n23)cc1
  104.0	-1.4
Cc1ccc(S(=O)(=O)c2nnn3c2nc(N2CCN(c4ccc(F)cc4)CC2)c2cc(Cl)ccc23)cc1C
  106.0	0.4
CCN1CCCC1CNc1cc(C)c2ccc(C)cc2n1 (configuration not stated)
  88.0*	-3.1*
N/C(=N\c1nc(=O)c2ccccc2s1)NC(=O)Nc1ccc(F)cc1
  103.0	0.5
Cc1cccc(Nc2nc(N3CCc4ccccc43)ncc2F)c1C
  100.0	0
O=c1c2ccccc2nnn1CSc1nc2ccccc2c(=O)n1CCC1=CCCCC1
  101.0	0.4
CCC1CCCCN1C(=O)c1nn(-c2ccc(OC)cc2)c(=O)c2c1c1ccccc1n2C (configuration not stated)
  113.0	1.6
Cc1cccc(C)c1OCc1cc(=O)n2c(-c3ccccc3)csc2n1
  112.0	1.2
CN1CCN(CCCNC(=O)Cn2cccc2C(=O)c2ccccc2)CC1
  102.0	0.2
Cc1cc(C)cc(NC(=O)C2CCN(c3nc(C)cc(C)n3)CC2)c1
  103.0	0.2

The final 2 records of the section before are carried over, then new ones follow.
Results follow in this order: PV pol inh	PV pol inh FP z-score
CN1CCN(CCCNC(=O)Cn2cccc2C(=O)c2ccccc2)CC1
  102.0	0.2
Cc1cc(C)cc(NC(=O)C2CCN(c3nc(C)cc(C)n3)CC2)c1
  103.0	0.2
CCOC(=O)c1ccccc1NC(=S)N1CC(C)CC(C)C1 (configuration not stated)
  102.0	0.3
C1=CCC(/C=N/Nc2nc3ccccc3o2)CC1 (configuration not stated)
  101.0	-0.3
C=CCNc1nc2ccccn2c(=O)c1/C=C1\SC(=S)N(Cc2ccc3c(c2)OCO3)C1=O
  124.0	4.8
CCC(C(=O)NC1CCCCC1)n1nc(C)c2c(C)n(-c3ccccc3)nc2c1=O (configuration not stated)
  102.0	0
Cc1ccc(NC(=O)c2c(C)nc3sc(C(=O)Nc4ccc(F)cc4)c(N)c3c2-c2ccccc2Cl)c(C)c1
  104.0	-0.2
CNc1ccccc1C(=O)OCC(=O)c1ccc(F)cc1
  102.0	-0.3
CCc1c(C)sc(NC(=O)C#Cc2ccccc2)c1C#N
  102.0	0.1
Cc1ccc(C2=Nc3ccccc3N(CC(=O)NCc3ccc(Cl)cc3)C(=O)C2)cc1C
  108.0	0.5
Oc1[nH]c2ccccc2c1C1=NCCC1
  103.0	0.2
COc1cc2c(cc1OC)C(COc1ccc3c(C)cc(=O)oc3c1)N(C(=O)c1ccc(Cl)cc1)CC2 (configuration not stated)
  105.0	0.1
Cc1cccc(N2CCN(C(=O)C3CCN(S(=O)(=O)c4c(C)noc4/C=C/c4ccccc4F)CC3)CC2)c1C
  107.0	0
Cc1ccc(CN2CCC(CNC(=O)CCn3cccn3)CC2)cc1
  101.0	0.1
COCCCNC(=O)c1cnn(-c2ccccc2Cl)c1C1CCN(C(=O)OC(C)(C)C)CC1
  111.0	1.1
Cc1ccc(NC(=O)CSc2nnc(-c3ccc(Br)cc3)o2)c(C)c1
  106.0	0.5
CSc1nc2c(c(=O)n1Cc1ccccc1)C(C)(C)Cc1ccccc1-2
  107.0	0.4
N#CCCn1cc(/C=C/C(=O)NCc2ccccc2)c(-c2cc3ccccc3o2)n1
  100.0	-0.4
CCOC(=O)c1cnc2nc[nH]n2c1=O
  103.0	0.3
CNC(=O)CSc1nc2ccccc2s1
  102.0	-0.4
CC1C(=O)N2CCCc3cc(NC(=O)c4ccccc4)cc1c32 (configuration not stated)
  103.0	0.1
COc1ccc2c(c1)C(=O)C(C1(O)C(=O)Nc3ccccc31)CC2 (configuration not stated)
  103.0	0.1
CCS(=O)(=O)Nc1ccc(C(=O)NC(C)C)cc1
  104.0	0.8
CCS(=O)(=O)N1CCC2(CC1)N=C(c1ccc(C(C)(C)C)cc1)C(=O)N2
  101.0	0
CCOC(=O)c1c(C)[nH]c(CCC(=O)NCc2ccc(CC)cc2)c1C
  113.0	1
CCC(Sc1ncccc1C(=O)Oc1ccccc1Cl)C(=O)Nc1ccccc1OC (configuration not stated)
  114.0	0.8
CCCCCCCCCCOCCC(=O)O
  101.0&98.0	0&-0.5
O=C(CSc1ccc(S(=O)(=O)N2CCOCC2)cc1)NC1CCCCC1
  102.0	0.1
Clc1ccccc1CSc1nncn2c1cc1occc12
  101.0	-1
COc1ccc(C(OC(=O)c2ccccc2)c2nccc3ccccc23)cc1 (configuration not stated)
  104.0	0.3
CC(OC(=O)c1c(F)cccc1F)C(=O)Nc1cc(Cl)cc(Cl)c1 (configuration not stated)
  102.0	0.2

Compound activity from PubChem BioAssay.
